NPY Y1 blocker – NPY-Y1 receptor antagonists, primary screen, cell-based. Neuropeptide Y receptor type 1 (Homo sapiens), P25929. HEK293-CNG Y1 cells, membrane potential fluorescence; NPY at EC95, then isoproterenol. inhibition, % at 3.6 µM. hit rate 1% among 200,000;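 active means inhibition above the campaign mean inhibition of all tested compounds plus 3 SD, cut at about 20% in these data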;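 further: 0% = DMSO wells given NPY plus isoproterenol and 100% = isoproterenol alone without NPY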
Target sequence (P25929 whole entry, looked up): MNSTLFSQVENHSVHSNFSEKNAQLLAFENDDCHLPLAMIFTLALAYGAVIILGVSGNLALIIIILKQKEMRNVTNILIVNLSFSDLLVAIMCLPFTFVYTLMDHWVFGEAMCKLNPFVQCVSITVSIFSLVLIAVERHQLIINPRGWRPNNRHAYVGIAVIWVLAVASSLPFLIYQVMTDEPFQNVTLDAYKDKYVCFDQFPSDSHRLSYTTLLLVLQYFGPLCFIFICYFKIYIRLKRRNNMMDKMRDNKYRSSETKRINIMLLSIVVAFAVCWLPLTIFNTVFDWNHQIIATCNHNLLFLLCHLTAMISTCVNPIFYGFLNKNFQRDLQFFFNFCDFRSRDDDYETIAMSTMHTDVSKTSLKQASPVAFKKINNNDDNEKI
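Assay system: HEK293 cells with Y1 receptor plus CNG channel | Probe or stimulus: NPY (25 nM), isoproterenol (1 µM), Ro 20-1724 (25 µM) | Timing: Compound incubation 1 h at room temperature, readout 45 min post-stimulation | Measured by: Membrane-potential fluorescent dye readout | Benchmarks: High control isoproterenol alone, low control NPY with isoproterenol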
p97 ATPase inh – inhibitors of human p97 ATPase, primary screen, biochemical; Transitional endoplasmic reticulum ATPase (Homo sapiens), P55072; recombinant p97 ATPase, Kinase-Glo ATP luminescence, 3 h; inhibition, % at 8 µM; hit rate 0.42% among 220,000; AID 1481, 2009; in the data active means inhibition above about 15%;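 further: 0% = DMSO vehicle and 100% = wells lacking enzyme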
NPY1 pot ag – NPY-Y1 receptor potentiators or agonists, primary screen, cell-based. Neuropeptide Y receptor type 1 (Homo sapiens), P25929. NPY-Y1 expressing cells, potentiator/agonist activation. activation, % at 3.6 µM. hit rate 0.37% among 220,000; in the data active means activation above about 33%, passing the limit was not always enough;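 further: cells stimulated with NPY at EC10 then isoproterenol at EC100; 0% = low agonist plus stimulus and 100% = saturating agonist plus stimulus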
EP2 antag – human EP2 receptor antagonists, primary screen, TR-FRET cAMP, C6 glioma cells; Prostaglandin E2 receptor EP2 subtype (Homo sapiens), P43116; C6 glioma cells expressing human EP2; cells stimulated with saturating PGE2; inhibition, % at 25 µM; hit rate 0.52% among 260,000; AID 1422, 2008;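 active means percent inhibition above 40 after rounding to a whole number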;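 further: rat C6 glioma host cells with rolipram phosphodiesterase inhibitor present; the protocol text gives 20 µM as final concentration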
NPY-Y2 PAM-ag – NPY-Y2 potentiators or agonists, primary screen, cell-based; Neuropeptide Y receptor type 2 (Homo sapiens), P49146; AID 1359, 2008; hit rate 0.45% among 220,000; activation, % at 3.6 µM; cells expressing NPY-Y2, potentiator/agonist read-out; in the data active means activation above about 27%;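 further: cells stimulated with NPY near EC25 plus isoproterenol at EC100; 0% = vehicle plus submaximal agonist and 100% = vehicle plus saturating agonist; some results beyond the cut were filed as inactive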
Target sequence (P49146 whole entry, looked up): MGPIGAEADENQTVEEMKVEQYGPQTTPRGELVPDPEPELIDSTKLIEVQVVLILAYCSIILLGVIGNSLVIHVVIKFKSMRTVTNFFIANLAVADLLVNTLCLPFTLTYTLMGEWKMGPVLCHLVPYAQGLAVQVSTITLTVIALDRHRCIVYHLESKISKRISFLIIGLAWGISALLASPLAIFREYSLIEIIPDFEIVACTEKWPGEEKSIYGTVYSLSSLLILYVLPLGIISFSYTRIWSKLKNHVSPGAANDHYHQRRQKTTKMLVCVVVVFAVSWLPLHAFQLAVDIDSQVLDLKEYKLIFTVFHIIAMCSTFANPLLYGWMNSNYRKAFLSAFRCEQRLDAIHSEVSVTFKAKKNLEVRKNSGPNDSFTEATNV
S1P4 antag – S1P4 receptor antagonists, primary screen, cell-based; AID 1510, 2009; hit rate 0.26% among 220,000; S1P4-expressing cells, antagonist mode, reporter read-out; inhibition, % at 4.98 µM; in the data active means inhibition above about 29%;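 further: 0% = wells stimulated with agonist and 100% = vehicle wells without agonist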
eIF4E-4G inh – eIF4E–eIF4G protein interaction inhibitors, primary screen, biochemical, uHTS, TR-FRET, eIF4GI fragment. hit rate 0.37% among 220,000. AID 782, 2007. Eukaryotic translation initiation factor 4E (Mus musculus) + Eukaryotic translation …. inhibition, % at 21.7 µM. TR-FRET eIF4E-eIF4GI(517-606) binding, 2 h;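 active means inhibition above about 30%, limit read from the data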;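 further: 0% = full FRET control wells and 100% = background wells lacking eIF4GI fragment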
S1P4 agonist – S1P4 receptor agonists, primary screen, cell-based; Sphingosine 1-phosphate receptor 4 (Homo sapiens), O95977; S1P4-expressing cell line, agonist reporter assay; activation, % at 4.98 µM; hit rate 0.35% among 220,000; AID 1509, 2009; in the data active means activation above about 11%;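 further: 0% = DMSO vehicle and 100% = reference agonist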
EP2 mod – EP2 receptor modulators, cAMP readout, primary screen, cell-based, HTRF cAMP, PGE2 stimulation. Prostaglandin E2 receptor EP2 subtype (Homo sapiens), P43116. EP2-expressing cells, cAMP HTRF FRET, PGE2 co-stimulation. induction, % at 25 µM. hit rate 0.83% among 260,000. AID 940, 2007;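 active means compounds whose cAMP rise, as percent of the full-agonist control response, exceeds 60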;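 further: rat C6 glioma line stably carrying human EP2 under a CMV promoter; the protocol text gives 20 µM as final concentration; 100% = response of wells given 1 µM PGE2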
* = called active by the depositor; · = no result given; & = joins results of further samples; [ ] = dose if it differs, or a comment.

Start of the data: the first 4 entries, ahead of the listing:
SMILES	NPY Y1 blocker	p97 ATPase inh	NPY1 pot ag	EP2 antag	NPY-Y2 PAM-ag	S1P4 antag	eIF4E-4G inh	S1P4 agonist	EP2 mod
O=c1[nH]c(N/N=C\c2ccc(F)cc2)nc2ccccc12	3	2	-1	8	-8	-9	-3	1.4	-9
Cc1ccccc1NC(=O)CN1C(=O)NC(C)(CCc2ccccc2)C1=O (stereo not given)	1	-2	-3	3	-3	-15	3	-0.2	6
Cc1nc(SCC(=O)c2ccc(F)cc2)c([N+](=O)[O-])[nH]1	6	-3	-11	-1	-15	10	7	-2.2	-20
O=C(O)CCc1ccc(-c2ccc(F)cc2)n1Cc1ccco1	-10	5	80*	4	71*	-8	-3[fluorescence artefact?]	0.6	28

The listing, previewed entries included:
SMILES	NPY Y1 blocker	p97 ATPase inh	NPY1 pot ag	EP2 antag	NPY-Y2 PAM-ag	S1P4 antag	eIF4E-4G inh	S1P4 agonist	EP2 mod
O=c1[nH]c(N/N=C\c2ccc(F)cc2)nc2ccccc12	3	2	-1	8	-8	-9	-3	1.4	-9
Cc1ccccc1NC(=O)CN1C(=O)NC(C)(CCc2ccccc2)C1=O (stereo not given)	1	-2	-3	3	-3	-15	3	-0.2	6
Cc1nc(SCC(=O)c2ccc(F)cc2)c([N+](=O)[O-])[nH]1	6	-3	-11	-1	-15	10	7	-2.2	-20
O=C(O)CCc1ccc(-c2ccc(F)cc2)n1Cc1ccco1	-10	5	80*	4	71*	-8	-3[fluorescence artefact?]	0.6	28
COc1cccc(NC(=O)OCCN2CCN(Cc3ccccc3)CCC2=O)c1	-2	3	-19	-1	4	1	0	1.0	1
Cc1ccc(NC(=O)CCn2nnc3ccccc32)cc1	3	-1	6	3	9	-10	0	0.5	1
CCOC(=O)Nc1cccc(OCC(=O)Nc2ccc(OC)cc2OC)c1	-5	0	-10	10	-9	-13	0	-1.2	-15
O=C(CSc1nnc(COc2ccccc2Cl)o1)NC(=O)NCc1ccco1	·	3	-13	4	0	3	16	-0.5	-12
COc1ccc(C(=O)Nc2nccs2)cc1[N+](=O)[O-]	-2	5	-2	5	-2	-15	4	0.5	6
O=C1CC(c2c(F)cccc2Cl)C2=C(COC2=O)N1 (stereo not given)	10	3	-26	8	17	-16	-2	1.0	17
CN(c1cccc(NC(=O)c2ccc(N(C)S(=O)(=O)c3ccccc3)cc2)c1)S(C)(=O)=O	41*	4	9	14	-7	2	4	4.4	-83
O=c1c2nnn(-c3ccc(Cl)cc3)c2ncn1Cc1ccccn1	-3	1	-12	2	-5	-6	0	-1.1	-22
Cc1cc(C)nc(NC(=O)CSc2nn(-c3ccccc3)c(=S)s2)n1	·	2	4	11	-1	3	-3	1.4	-4
CC1CCCC(C)N1CCNC(=O)Cn1nc(-c2ccccc2)ccc1=O (stereo not given)	0	3	6	18	10	-10	1[fluorescence artefact?]	1.3	-1
Cc1ccc2nc(C)c(C(=O)N/N=C/c3ccc(C(=O)O)cc3)cc2c1	2	-2	2	5	-5	9	1	0.2	-1
Cc1ccc(S(=O)(=O)N2CCN(CC(=O)NC(=O)NCc3ccccc3)CC2)cc1C	4	2	-1	12	-2	16	0	2.1	5
CCN(CC)S(=O)(=O)c1ccc(/C=C/C(=O)OCC(=O)NCc2ccc3c(c2)OCO3)cc1	1	0	-4	3	9	-9	-2	-0.7	11
Cc1ccc2oc(=O)c3cnn(CC(=O)Nc4ccccc4N4CCN(C)CC4)c3c2c1	0	2	16	9	14	-20	3	4.4	14
COc1ccc(N(C(=O)Cc2cccs2)C(C(=O)NC2CCCCC2)c2cccn2C)cc1OC (stereo not given)	7	5	6	11	6	-5	-2	1.5	50
CC(=O)Nc1ccc(C)cc1NC(C)=O	-2	5	-5	8	4	-13	3	0.7	2
COCCN(Cc1cc2cc3c(cc2nc1Cl)OCO3)C(=O)Nc1ccccc1OC	10	1	2	17	-23	6	6	1.0	-3
Cn1c(SCc2cccc(Cl)c2)nc(C(F)(F)F)cc1=O	11	-3	-40	7	-16	6	-2	-0.1	28
CCC1CSC(Nc2ccc(C(=O)/C=C/c3ccc(Br)cc3)cc2)=N1 (stereo not given)	0	-3	-20	1	-6	-23	-13	0.0	-27
CCOC(=O)N1CCN(C(=O)C2CCN(S(=O)(=O)c3ccc(C)cc3)CC2)CC1	-1	-3	15	6	3	-46	4	0.4	1
CCCCOC(=O)c1ccc(Nc2ncnc3nc[nH]c23)cc1	0	2	31	13	13	-1	-3	1.6	-23
Cc1cccc(-c2nnc(-c3ccc(N)cc3)o2)c1	0	4	-4	9	-1	11	5	4.1	-39
O=C(NNC(=O)c1cnccn1)c1ccc(Cl)cc1	·	5	1	11	-32	-1	-6	-0.4	-14
O=C(Nc1nnc(C2CC2)s1)c1ccco1	-2	3	0	8	1	8	1	0.9	1
CCOc1ccc(OCc2ccc(C(=O)O)o2)cc1	-1	5	7	4	2	-2	1	-2.4	16
CC(C)(C)c1nc(S(=O)(=O)c2ccc(Cl)cc2)c(N2CCOCC2)o1	0	1	7	10	15	5	-6	-3.0	27
O=C(OCc1cc(=O)n2c(n1)sc1ccccc12)c1cccc(O)c1	7	4	-4	11	-4	-12	10[fluorescence artefact?]	0.3	19
Cc1ccc(NC2=CC(=O)OC(C)C2)cc1 (stereo not given)	-4	3	2	10	-9	6	2	-1.4	17
O=c1c([N+](=O)[O-])c(N2CCCCCC2)c2ccccc2n1-c1ccccc1	3	5	4	6	-2	7	-1	1.9	8
O=C(O)CCc1ccc(-c2ccc(Cl)cc2)o1	17	-2	-36	1	-29	-8	4[fluorescence artefact?]	2.0	11
Cc1ccccc1N(CC(=O)Nc1ccccc1C(=O)O)S(C)(=O)=O	-1	2	-11	11	-11	9	-1	-1.3	36
CSc1ccccc1NC(=O)c1ccccc1	7	6	17	8	7	-30	0	2.5	19
Cc1cccc(N(CC(=O)Nc2c(C)n(C)n(-c3ccccc3)c2=O)S(C)(=O)=O)c1C	5	0	11	11	-6	-5	7	1.6	5
O=C(NC(=S)Nc1ccc2oc(=O)ccc2c1)c1ccc(-c2cccc(Cl)c2Cl)o1	-2	2	8	5	8	-9	9	0.3	3
CS(=O)(=O)N1CCN(c2ncnc3c2cnn3-c2ccccc2)CC1	4	3	9	5&9	-4	-10	0	4.4	-72&-19
Nc1nnc(CC(=O)N/N=C/c2ccc(-c3ccccc3Cl)o2)s1	1	5	-5	16	-15	-6	-1	1.2	-5
O=C(O)C1CC(O)CN1S(=O)(=O)c1cccs1 (stereo not given)	0	-2	8	·	11	6	0	0.9	10
Cc1ccc(NC(=O)NCc2ccc3[nH]c(C)cc3c2)cc1	-2	5	8	1	3	-8	2	4.9	-41
COc1ccc(-c2nc(C3CCCCC3)no2)cc1OC	2	2	-20	10	-14	4	-3	0.5	23
Cc1cc(NC(=O)CSc2nnc(NCc3ccccc3)s2)no1	·	6	-11	5	-3	-1	94*	0.4	13
Cc1onc(-c2ccccc2Cl)c1C(=O)OCC(=O)Nc1cccc(S(=O)(=O)N2CCOCC2)c1	-3	3	14	2	7	4	0	-1.0	-22
C(=C\c1ccncc1)/c1ccccc1	·	1	-1	12	-13	8	-3	1.5	-34
CCc1ccccc1NS(=O)(=O)c1cc(C)ccc1OC	1	3	7	21	1	8	5	0.7	39
CCOC(=O)c1ccc(NC(=O)CCC2COc3ccccc3O2)cc1 (stereo not given)	5	-2	18	11	4	-6	-2	-0.1	-68
Cc1ccc(OCC(=O)NC(=S)Nc2cccc(NC(=O)c3ccccc3Cl)c2)cc1	0	5	-11	17	-6	-1	4	2.6	-33
N#CCc1nn(-c2ccccc2)c(N)c1C#N	-5	2	7	10	-5	-3	4	0.4	19
CCCCC(c1nnnn1CC1CCCO1)N1CCN(c2ccccc2)CC1 (stereo not given)	2	2	18	7	1	23	-2	0.3	1
CC(=O)c1nc(N2C(=O)C3CC=C(C)CC3C2=O)sc1C (stereo not given)	2	-3	-24	9	3	-19	-11	-1.5	45
COc1ccccc1N1CC(C(=O)Nc2ccc3c(c2)OCO3)CC1=O (stereo not given)	-2	0	-5	4	1	16	1	-0.3	-15
CC(C)CC(=O)NC(=S)Nc1ccccc1F	1	1	-9	14	-3	-14	4	2.5	25
Cc1ccc(C2=NC(=O)/C(=C/c3cc(O)c(O)c(Br)c3)S2)cc1	-7	31*	-6	5	5	19	7	-0.8	-82
Cc1ccc(C2CC(=O)C(C=NCCN3CCN(CC(=O)Nc4cc(C)cc(C)c4)CC3)=C(O)C2)cc1 (stereo not given)	2	1	4	11	-2	4	0	1.6	0
C=CCNC(=O)Nc1ccc(Br)cc1Cl	-5	5	3	7	14	-2	-6	0.8	2
Cc1ccc(C(=O)Cn2ncsc2=N)cc1	1	3	6	9	2	-12	6	0.7	-2
Cc1nc(NC(=O)CCC(=O)O)sc1C(=O)N(C)C	-1	3	-4	11	6	5	3	0.1	9
O=C(c1ccccc1F)N1CCCC(C(=O)N2CCN(c3ccccc3)CC2)C1 (stereo not given)	·	1	-2	8	-14	-5	-4	0.6	-42
Next section.
SMILES	NPY Y1 blocker	p97 ATPase inh	NPY1 pot ag	EP2 antag	NPY-Y2 PAM-ag	S1P4 antag	eIF4E-4G inh	S1P4 agonist	EP2 mod
O=c1[nH]c(SCc2ccccc2)nc2ccsc12	3	4	-12	4	-2	0	0	2.0	19
Cc1cccc2c1-c1sc(C(=O)Nc3nccs3)cc1CO2	3	-3	0	8	-16	-17	3	-0.8	14
CCOC(=O)N1CCN(C(=O)C(C)N(c2ccc(Oc3ccccc3)cc2)S(C)(=O)=O)CC1 (stereo not given)	-4	3	27	14	16	-9	0	1.8	5
Cc1ccc(-n2c(-c3ccco3)nc3c(cnn3-c3ccccc3C)c2=O)cc1	-1	2	4	15	13	-13	0	-0.3	45
COC(=O)C1C(c2ccc(Br)cc2)Nc2nnc(C(F)(F)F)n2C1(C)O (stereo not given)	2	5	0	6	-11	13	3	-1.3	47
CC1S/C(=C(\C#N)C(=O)NCc2ccco2)N(Cc2ccco2)C1=O (stereo not given)	3	4	3	14	8	-9	-6	-0.1	46
COc1ccc(C)cc1Nc1nnc(C)c(=O)[nH]1	0	1	0	3	-23	-11	3	-2.5	1
O=C(O)COc1ccc(-c2nnn(Cc3ccccc3F)n2)cc1	-8	0	9	12	-3	3	5	-2.0	25
COc1ccccc1NC(=O)/C=C/C(=O)O	4	4	-17	1	5	-11	3	1.4	27
CSc1n[nH]c2nc3c(c(=O)n12)C1(CCCCC1)Cc1ccccc1-3	·	5	2	16	-17	3	9	1.9	-11

Screens (PubChem BioAssay)

This is a subset; the hit share may differ from the screen's.
